# NS3 helicase inh – blocks Hepatitis C virus NS3 helicase unwinding; NS3 helicase DNA unwinding, Cy5 molecular beacon fluorescence; 0.56% of 290,000 active; inhibition, % at 10.9 µM;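 active = inhibition above the mean of all tested compounds plus 3 SD, set per campaign, cut at about 35% in these data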;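 note: 0% = DMSO wells and 100% = thioflavine S control wells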
#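 Assay system: hepatitis C virus NS3 helicase domain fragment enzyme. Also added: annealed dual-labelled DNA beacon duplex, ATP-started. Timing: 1 h reaction at 25 °C, ATP-initiated. Technique: Cy5 fluorescence at 0 and 60 min, beacon hairpin quenching. Evaluation: % inhibition of unwinding. Replication: one well per compound.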
# pCIP destab – lowers stability of the mouse p/CIP coactivator protein. Q05BA5. F442A p/CIP-EGFP cells, EGFP fluorescence, 16 h. decrease of EGFP signal, % at 10 µM. 0.01% of 290,000 active;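 active = EGFP signal decrease of at least 30% at 10 µM or well 3 SD below plate mean, unless failing retest; inactive = the rest, including hits failing retest or dose response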; note: some compounds called inactive have numbers as strong as hits; many of its hits are not listed in these tables
# PHOSPHO1 block – inhibitors of human PHOSPHO1 phosphatase. 1.1% of 290,000 active. inhibition, % at 13.3 µM. Q8TCT1. recombinant PHOSPHO1, absorbance phosphatase assay; in the data active = inhibition above about 60%
# Target sequence (Q8TCT1 whole entry, looked up): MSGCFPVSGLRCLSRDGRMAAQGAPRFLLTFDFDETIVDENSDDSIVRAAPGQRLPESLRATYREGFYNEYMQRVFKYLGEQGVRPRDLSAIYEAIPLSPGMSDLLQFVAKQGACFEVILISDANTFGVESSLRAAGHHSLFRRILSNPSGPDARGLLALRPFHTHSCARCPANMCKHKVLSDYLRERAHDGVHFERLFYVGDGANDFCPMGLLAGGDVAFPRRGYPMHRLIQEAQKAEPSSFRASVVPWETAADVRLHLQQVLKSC
# IDE act – activators of human insulin-degrading enzyme in cells | HEK cells, FAbeta-B cleavage, fluorescence polarization; 0% vehicle, 100% cell-free pure enzyme wells | activation, % at 5.96 µM | 0.073% of 340,000 active;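 active = activation above the mean of all tested compounds plus 3 SD, set per screening campaign, cut at about 17% in these data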
# SUMO HTRF inh – inhibitors of human SUMOylation (UBC9). P63279. HTRF SUMOylation assay, SAE1/SAE2 + UBC9, in vitro. inhibition, % at 35 µM. 0.36% of 290,000 active. AID 2006; in the data active = inhibition above about 50%, passing the limit was not always enough; note: strong numbers were not always called active
# Target sequence (P63279 whole entry, looked up): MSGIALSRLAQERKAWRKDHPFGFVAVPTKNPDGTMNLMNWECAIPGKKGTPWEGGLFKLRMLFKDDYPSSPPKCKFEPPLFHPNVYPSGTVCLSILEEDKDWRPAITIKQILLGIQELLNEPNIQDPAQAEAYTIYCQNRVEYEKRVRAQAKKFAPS
# IMP-1 inhibitor – inhibitors of Pseudomonas aeruginosa IMP-1 metallo-beta-lactamase. purified IMP-1, nitrocefin hydrolysis, epi-absorbance fluorescence. inhibition, % at 5.6 µM. 0.45% of 290,000 active. AID 1556;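 active = inhibition above the mean plus 3 SD of all compounds in the same screening run, cut at about 4.5% in these data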;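 note: 0% = IMP-1 with DMSO and 100% = DMSO wells lacking enzyme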
#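 System – purified recombinant IMP-1 beta-lactamase · Input – IMP-1 dispensed at 0.2 nM · Timing – 15 min preincubation plus 25 min reaction at 25 °C · Signal – Epi-absorbance fluorescence, 480 nm excitation, 530 nm emission · Measure – percent IMP-1 inhibition derived from blank-referenced optical density · Controls – Enzyme-plus-DMSO low control, enzyme-free DMSO high control · Replication – singlicate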
# MEKK3 PB1 HTS – MEKK3-MEK5 PB1 interaction, increase or decrease | Q99759 | bead-based flow cytometry, Alexa488-MEK5 binding to MEKK3; actives lie on both sides; 0 = blocked by unlabeled MEK5, 100 = vehicle | binding response (% of control), % at 10 µM | 1.4% of 290,000 active | AID 1529;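 active = binding response more than 3 SD above or below the average of its plate-row segment, actives on both sides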;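 note: Alexa488 bead fluorescence after subtracting the streptavidin-only scavenger bead signal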
# Target sequence (Q99759 whole entry, looked up): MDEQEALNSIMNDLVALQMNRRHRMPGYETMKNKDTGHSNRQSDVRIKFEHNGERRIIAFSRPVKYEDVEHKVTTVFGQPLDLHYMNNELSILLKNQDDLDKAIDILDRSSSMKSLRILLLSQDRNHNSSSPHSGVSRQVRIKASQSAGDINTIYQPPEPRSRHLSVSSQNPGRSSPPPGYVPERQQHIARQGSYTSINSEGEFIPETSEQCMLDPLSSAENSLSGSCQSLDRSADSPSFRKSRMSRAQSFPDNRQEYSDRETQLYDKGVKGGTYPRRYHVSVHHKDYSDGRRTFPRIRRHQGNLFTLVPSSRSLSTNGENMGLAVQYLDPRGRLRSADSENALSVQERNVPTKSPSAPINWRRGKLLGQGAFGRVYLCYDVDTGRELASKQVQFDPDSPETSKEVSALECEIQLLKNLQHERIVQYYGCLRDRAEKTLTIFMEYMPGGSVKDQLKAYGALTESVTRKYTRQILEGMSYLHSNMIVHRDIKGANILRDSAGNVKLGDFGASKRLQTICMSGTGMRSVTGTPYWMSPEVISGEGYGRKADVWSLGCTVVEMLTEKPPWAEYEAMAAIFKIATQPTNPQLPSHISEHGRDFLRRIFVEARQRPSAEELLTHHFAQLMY
# VIM-2 inhibitor – blocks Pseudomonas aeruginosa VIM-2 metallo-beta-lactamase | purified VIM-2, nitrocefin hydrolysis, epi-absorbance fluorescence | inhibition, % at 5.6 µM | 0.89% of 290,000 active;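 active = inhibition above the mean of all tested compounds plus 3 SD, cutoff set per screening run, cut at about 7.5% in these data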;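 note: red hydrolysis product quenches plate fluorescence so inhibitors raise well fluorescence; 0% = enzyme with DMSO and 100% = DMSO without enzyme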
# FID counter – counter-screen for HCV NS3 helicase inhibitors: DNA intercalator displacement. DNA fluorescent intercalator displacement, fluorescence. inhibition, % at 7.9 µM. 0.17% of 290,000 active; in the data active = inhibition above about 37%;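 note: 0% = vehicle and 100% = reference compound; higher means more ethidium bromide displaced from hairpin DNA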
# An asterisk follows results filed as active; · = no result given. These rows are one share of the data (hit frequency here may not be typical).
SMILES,NS3 helicase inh,pCIP destab,PHOSPHO1 block,IDE act,SUMO HTRF inh,IMP-1 inhibitor,MEKK3 PB1 HTS,VIM-2 inhibitor,FID counter
CCOC(=O)C1=C(C)Nc2ccccc2N=C1NC(=O)C(c1ccccc1)c1ccccc1,6,-13,29,3,-4,-2.2,101,-1.9,-10
COc1cnn(-c2ccc(C)cc2)c(=O)c1Cl,19,2,0,-7,9,-2.0,96,-1.8,-1
COc1ccccc1-c1ccc(/C=C2/C=C(CC(C)C)OC2=O)o1,34,-3,-3,5,14,0.1,78,2.6,-27
CC(=O)c1ccc(NC(=O)COC(=O)CCc2ccc(S(=O)(=O)N3CCOCC3)cc2)cc1,2,-7,19,5,8,-2.5,102,-1.3,-23
CN(c1nc2c(c(=O)n(C)c(=O)n2C)n1CC(=O)c1ccccc1)C1CCCCC1,7,-12,-20,-1,6,-2.8,98,-2.6,-7
Cc1cc(C(=O)OC(C(=O)Nc2cccc(C(F)(F)F)c2)c2ccccc2)c(C)o1 (stereo not given),-9,5,-16,4,-37,-1.2,145*,-4.1,-5
COC(=O)c1ccc(OCCOc2ccccc2C)cc1,-7,-6,5,4,-3,-2.2,98,-3.0,-15
COC(=O)Cn1cc(C#N)c2ccccc21,-4,7,-9,-4,-8,-4.8,91,-1.3,0
CC(=O)N1N=C(c2ccc(C)cc2)OC1c1cccnc1 (stereo not given),-2,4,61*,-4,12,-2.0,97,-0.9,-9
CN(C(=O)c1cccc(N2C(=O)C3C4C=CC(C4)C3C2=O)c1)C1CCCCC1 (stereo not given),0,6,19,3,-3,-3.0,99,-7.1,-48
COCC(=O)NC1(c2nnnn2CCOC(=O)Nc2ccc(Cl)cc2)CCCCC1,3,-2,6,1,-27,-1.8,103,-3.8,-15
Cc1oc(-c2ccccc2F)nc1CS(=O)CC(=O)NC1CCCC1 (stereo not given),3,-12,19,3,-6,0.9,101,-1.3,-34
CCOC(=O)C1CCN(C(=S)NC2CCCC2)CC1,5,-19,25,-1,12,0.1,95,1.2,-5
Cc1cc(C)cc(NC(=O)CCCCCN2C(=O)[C@@H]3Cc4ccccc4CN3C2=O)c1,-11,1,32,8,-14,-2.7,97,1.3,-60
COc1ccc(CNC(=S)NC2CCCCC2)cc1,-3,-7,16,-6,8,-1.4,98,-1.1,-11
O=C(CCn1nc(-c2ccccc2)ccc1=O)N1CCN(c2ccccn2)CC1,-4,-8,-7,-2,-1,-0.4,·,-0.2,-31
NC(=O)c1cnn2c(-c3ccc(Cl)cc3Cl)ccnc12,-21,-4,11,3,32,-1.3,104,-1.5,-5
CC(=O)Nc1ccc(NC(=O)CN2C(=O)COc3ccc(S(=O)(=O)N4CCCCC4)cc32)cc1,-4,4,38,4,-6,-2.0,99,-1.9,-14
Cc1cc(-c2nnco2)c(C)n1-c1ccc(F)cc1,-1,-8,35,1,4,-1.0,98,-1.0,-7
O=C(O)c1cccc(N2C(=O)Nc3ccccc3N2O)c1,5,-16,8,2,6,-0.8,105,-0.1,0

# As a working copy, part of the list above:
SMILES,NS3 helicase inh,pCIP destab,PHOSPHO1 block,IDE act,SUMO HTRF inh,IMP-1 inhibitor,MEKK3 PB1 HTS,VIM-2 inhibitor,FID counter
COc1ccc(CNC(=S)NC2CCCCC2)cc1,-3,-7,16,-6,8,-1.4,98,-1.1,-11
O=C(CCn1nc(-c2ccccc2)ccc1=O)N1CCN(c2ccccn2)CC1,-4,-8,-7,-2,-1,-0.4,·,-0.2,-31
NC(=O)c1cnn2c(-c3ccc(Cl)cc3Cl)ccnc12,-21,-4,11,3,32,-1.3,104,-1.5,-5

# One compound at a time (already shown).
# Record of COc1cnn(-c2ccc(C)cc2)c(=O)c1Cl = NS3 helicase inh = 19; pCIP destab = 2; PHOSPHO1 block = 0; IDE act = -7; SUMO HTRF inh = 9; IMP-1 inhibitor = -2.0; MEKK3 PB1 HTS = 96; VIM-2 inhibitor = -1.8; FID counter = -1
# Record of CN(C(=O)c1cccc(N2C(=O)C3C4C=CC(C4)C3C2=O)c1)C1CCCCC1 (stereo not given) = NS3 helicase inh = 0; pCIP destab = 6; PHOSPHO1 block = 19; IDE act = 3; SUMO HTRF inh = -3; IMP-1 inhibitor = -3.0; MEKK3 PB1 HTS = 99; VIM-2 inhibitor = -7.1; FID counter = -48

# Later entries:
SMILES,NS3 helicase inh,pCIP destab,PHOSPHO1 block,IDE act,SUMO HTRF inh,IMP-1 inhibitor,MEKK3 PB1 HTS,VIM-2 inhibitor,FID counter
O=[N+]([O-])c1cccc(/C(=N/N=C/c2ccccc2Br)C23CN4CN(CN(C4)C2)C3)c1,2,-11,32,-1,8,-0.8,96,-3.1,-1
CC(C)CNS(=O)(=O)c1cc(C(=O)N2CCOCC2)c(Cl)cc1Cl,-4,-4,4,0,14,-3.2,97,-1.9,-3
COc1ccc(NC(=O)c2ccc3c(c2)OCO3)cc1,2,-4,9,2,5,0.5,107,0.8,-2
CCOc1cc(/C=N/NC(=O)CSc2nncn2C)ccc1OCC(N)=O,6,3,32,7,24,-2.1,107,-1.4,-5
O=C(NCCCN1CCCC1=O)c1ccc(Cl)c(Cl)c1,2,6,1,2,-1,-2.6,94,-4.2,-3
COc1ccc2c(Cl)c(C(=O)N/N=C/c3ccncc3)sc2c1,-1,-9,36,-2,10,-3.7,100,1.2,-24
CCC(C)[C@H](NC(=O)N1CC(=O)Nc2ccccc21)C(=O)NC(C)CCc1ccccc1 (stereo not given in full),1,-13,42,8,-3,-3.5,100,-2.2,-41
CC(=O)Nc1ccc(NC(=O)CN2CCN(c3cccc(C(F)(F)F)c3)CC2)cc1,-4,-8,-15,1,19,-0.8,113,-4.8,-16
C=CCN(CC=C)C(=S)Nc1ccc2nsnc2c1,19,-8,28,-1,87,-2.8,92,1.0,-7
CCn1cc(C(=O)NC2CCCCCC2)c2cc(OC)c(OC)cc2c1=O,3,-6,-3,-1,13,-2.8,108,-2.8,-14
CSc1nsc(SCC(=O)Nc2ccc(C(=O)O)cc2)n1,1,-11,45,1,-6,-2.2,99,-1.6,-3
COc1ccc(S(=O)(=O)N2CCOCC2)cc1NC(=O)Cn1nnc2ccccc2c1=O,0,0,20,1,10,-2.3,104,-3.0,-3
CS(=O)(=O)c1ccc(C(=O)OCc2nnc(-c3ccc(Cl)cc3)o2)cc1[N+](=O)[O-],0,7,-12,2,7,-3.4,111,-0.3,-2
O=C(CSc1nnc2ccccn12)NC(=O)NC1CCCC1,-1,2,18,-3,13,-2.5,102,-2.2,-2
Cc1cc2c(cc1S(=O)(=O)NCC(C)c1ccccc1)n(C)c(=O)c(=O)n2C (stereo not given),9,-15,33,-2,12,-4.0,95,-1.1,-24
Cc1cccc(-c2noc(CNC(=O)COc3ccccc3C)n2)c1,-8,-7,42,-1,-14,-0.8,96,-2.3,-40
COc1ccccc1-c1ccc(SCc2ccc(F)cc2)nn1,-4,0,32,0,-9,-1.6,90,0.2,-18
CCCC1S/C(=N/N=C/c2ccc(C)cc2)N(Cc2ccc(OC)cc2)C1=O (stereo not given),-2,-7,25,13,5,-0.6,97,1.2,1
CC12C(=O)N(c3ccc(OC(=O)c4ccco4)cc3)C(=O)C1C1c3ccccc3C2c2ccccc21 (stereo not given),-1,4,-7,0,-16,-0.8,104,-0.8,-1
C/C(=N\O)c1ccc2c(c1)CC(C)O2 (stereo not given),-8,20,-20,1,-12,-0.4,99,-0.9,3
CCC(C)NC(=O)C1CCN(S(=O)(=O)N2CCOCC2)CC1 (stereo not given),2,1,-7,0,16,-1.9,98,-4.0,-1
O=C(CNC(=O)c1ccccc1)NCc1ccc(Cl)cc1,20,-13,34,0,5,-2.1,102,-2.1,-5
Oc1ccccc1C1Nc2cccc3cccc(c23)N1,7,-5,18,2,26,-0.6,106,-1.9,5
CCN(CC)C(=O)C1CCCN(Cc2ccccc2F)C1 (stereo not given),-5,-4,9,-6,-1,-0.8,103,-2.8,9
CC(C)CCNC(=O)C1CCN(S(=O)(=O)c2ccc(-n3cnnn3)cc2)CC1,-6,-4,32,3,-10,-2.6,102,-1.7,-6
CCS(=O)(=O)N1CCC(c2nc3ccccc3[nH]2)CC1,6,-2,-2,3,2,-6.0,97,-4.1,0
Cc1ccc(N(CC(=O)N2CCN(C3CCCCC3)CC2)S(=O)(=O)c2cccnc2)cc1,-7,-22,8,-5,7,0.2,98,-1.3,-1
Cc1nc(N)nc(C)c1Cc1ccccc1,2,-6,3,-3,-5,-0.5,101,-1.8,-4
CC1CCCN(c2nc3ccccc3nc2C(C#N)C(=O)OC2CCCCC2)C1 (stereo not given),-3,-1,8,·,-2,-1.6,96,0.0,2
CCOC(=O)COn1c(=O)c(-c2ccc(Br)cc2)[n+]([O-])c2ccccc21,-5,-1,39,-2,-3,-1.0,101,-0.8,-7
OCCC1CN(Cc2cnc(-c3ccccc3)s2)CCN1Cc1ccccc1 (stereo not given),-12,-2,54,6,8,-0.9,99,-2.5,-2
CN(C)CCNc1nc2sc3c(c2c(=O)n1-c1ccc(F)cc1)CCCCC3,-24,-4,37,3,20,-1.3,97,-1.0,13
N#Cc1nc(-c2ccccc2F)oc1N1CCCCC1,7,-4,27,1,21,-1.3,101,0.4,-17
CCC(C)NC(=O)CSC1=Nc2ccccc2C2=NC(c3ccccc3)C(=O)N12 (stereo not given),2,-15,18,4,6,-3.1,100,-3.7,-6
O=C(Nc1ccc2c(c1)C(=O)N(CC1CCCO1)C2=O)c1ccc(Cl)c(Cl)c1 (stereo not given),5,3,-2,-1,2,-2.8,·,-0.3,-2
Cc1cc(C)n2nc(SCc3nnc(SCc4ccccc4)s3)nc2n1,4,-3,14,-2,12,-1.4,89,2.8,-23
COc1ccc(-c2csc(NCc3ccco3)n2)cc1C,25,-3,-27,5,4,-0.2,113,-4.2,-1
CC(NC(=O)COc1ccc(-c2nnco2)cc1)c1ccc(Cl)cc1Cl (stereo not given),-11,15,-9,3,-12,-1.1,97,-2.6,-9
CN(C)c1ccc(-c2nnn(CC(=O)N3c4ccccc4CCc4ccccc43)n2)cc1,1,-1,-10,-3,6,-0.3,99,3.5,-4
Cc1nc2c(ncn2-c2ccccc2)c(=O)n1NC(=O)CN1CCCCC1,-3,-12,-3,4,1,-2.7,103,-1.5,-2
CCCCNC(=S)N/N=C/c1cc(C)ccc1C,-2,3,0,4,-2,-1.7,88,-2.4,-4
N=c1sccn1CC(=O)NCCc1ccc(Cl)cc1Cl,-2,0,14,1,8,0.1,102,-2.5,5
O=C(Nc1ccccc1Cl)NC1(C(=O)N2CCOCC2)CCCCC1,2,-4,-2,2,10,-3.6,94,-1.8,-4
Cc1ccc(-n2nc3c(N4CCN(c5ccccc5)CC4)nnc(C)c3c2C)cc1,-13,·,·,·,·,-0.1,·,-3.1,-1
C/C(=N\NC(=O)Cn1c(-c2ccccn2)nc2ccccc21)c1cccc(O)c1,4,-6,-23,4,15,-3.6,99,-3.3,-12
O=C(CN(C(=O)c1ccc(Cl)cc1)N1C(=O)C2CCCCC2C1=O)c1ccc(Cl)cc1 (stereo not given),-2,2,-20,3,-7,-1.4,95,-1.8,-5
CS(=O)(=O)c1ccc(NCC2CCCO2)c([N+](=O)[O-])c1 (stereo not given),1,2,32,5,-9,-1.7,99,-1.8,0

# Assay outcomes deposited in PubChem BioAssay by several laboratories.
